Screens from PubChem.
mIDH1 inhibitor – human IDH1 R132H inhibition; Potency, µM (top dose mostly 76.6 µM), without a hit: top-dose activity change, negative = inhibition, hits mostly inhibitors; AID 602179; IDH1-R132H enzyme, NADPH consumption, diaphorase/resazurin fluorescence; 390,000 tested, 0.093% active; O75874; also: potency is read from the fitted curve at half-maximal effect; % is scaled to controls: 0 for no effect and ±100 for the full control effect; nearly all actives have a fitted effect of over 65% in size
Target sequence (O75874 whole entry R132H, stated change not applied): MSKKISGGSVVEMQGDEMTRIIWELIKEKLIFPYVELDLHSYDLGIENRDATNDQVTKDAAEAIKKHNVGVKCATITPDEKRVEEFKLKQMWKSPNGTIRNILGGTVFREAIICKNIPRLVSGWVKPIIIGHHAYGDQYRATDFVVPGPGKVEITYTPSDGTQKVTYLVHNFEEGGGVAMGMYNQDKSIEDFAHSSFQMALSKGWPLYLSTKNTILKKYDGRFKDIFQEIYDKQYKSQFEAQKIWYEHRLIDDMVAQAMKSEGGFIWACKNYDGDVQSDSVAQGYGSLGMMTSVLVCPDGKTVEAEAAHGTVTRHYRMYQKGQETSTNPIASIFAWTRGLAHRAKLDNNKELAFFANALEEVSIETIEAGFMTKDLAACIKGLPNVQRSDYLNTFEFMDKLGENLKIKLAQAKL
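IDH1-R132H (0.5 ug/mL dispensed) in pH 7.5 Tris buffer was preincubated 30 min with compound, then given a substrate mix of 0.016 mM NADPH and 2 mM alpha-KG for 80 min at room temperature; remaining NADPH was read by diaphorase/resazurin fluorescence.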
LDHA block – inhibitors of human lactate dehydrogenase A. P00338. activity change, % (values are at about 110 or 230 µM). purified LDHA, NADH/diaphorase-resazurin fluorescence; hits give low values. AID 1347041. 480,000 tested, 0.15% active; in the data active = activity change below about -30%; inconclusive = mostly about -25% to -30%;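 also: plate controls were DMSO wells for no effect and wells without enzyme for full effect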
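LDH5 2 nM; NADH 0.06 mM, pyruvate 0.2 mM; 200 mM Tris pH 7.4, EDTA, Tween-20; 5 min RT. Detection: diaphorase 0.133 mg/mL + resazurin 37 µM, fluorescence ex540/em590 at 0 and 20 min; normalized to enzyme-free and DMSO wells.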
Vif-A3G inh – Vif-A3G binding inhibition. Q9HC16. HeLa A3G-eYFP + Vif (tagged APOBEC3G with the HIV-1 protein that degrades it), YFP fluorescence, overnight. Potency, µM (titrated, usually from 46.1 µM), without a hit: top-dose activity, negative = active, actives largely listed as inhibitors. 410,000 tested, 0.076% active. AID 602310;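 also: potency is read from the fitted curve at half-maximal effect; % is scaled to controls: 0 for no effect and ±100 for the full control effect; nearly all actives have a fitted effect of over 60% in size; hits raise eYFP signal because A3G escapes Vif-driven loss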
Target sequence (Q9HC16 whole entry, looked up): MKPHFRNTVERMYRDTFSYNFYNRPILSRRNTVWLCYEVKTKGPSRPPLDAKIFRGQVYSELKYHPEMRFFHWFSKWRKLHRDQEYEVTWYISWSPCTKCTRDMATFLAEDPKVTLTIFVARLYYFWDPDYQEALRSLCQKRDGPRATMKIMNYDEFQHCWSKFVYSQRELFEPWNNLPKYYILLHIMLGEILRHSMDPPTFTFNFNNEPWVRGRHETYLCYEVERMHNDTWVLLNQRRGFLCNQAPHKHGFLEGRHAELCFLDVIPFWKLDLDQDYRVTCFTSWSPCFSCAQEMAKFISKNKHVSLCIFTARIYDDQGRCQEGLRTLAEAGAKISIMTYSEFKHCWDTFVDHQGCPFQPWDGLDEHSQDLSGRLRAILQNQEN
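HeLa cells stably expressing Vif and C-terminally eYFP-tagged A3G, seeded overnight at 37 deg C, then exposed to compound by pintool overnight at 37 deg C. Rise in yellow fluorescence (Ex 488/Em 500-530, Acumen) marks blocked Vif-driven A3G degradation.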
USP1 inh – USP1/UAF1 (human) deubiquitinase inhibition; Potency, µM (top dose mostly 57.1 µM), for inactives: top-dose activity change, negative = inhibition, actives largely listed as inhibitors; recombinant USP1/UAF1, Ub-Rhodamine cleavage fluorescence; O94782; 390,000 tested, 0.23% active; AID 743255; also: potency is read from the fitted curve at half-maximal effect; % is scaled to controls: 0 for no effect and ±100 for the full control effect; nearly all actives have a fitted effect of over 60% in size; inactives centre near -12
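High-throughput fluorogenic screen: 1nM USP1/UAF1 complex, Ub-Rho substrate 150nM final, 50mM HEPES pH 7.8 with 0.5mM EDTA, 0.1 mg/ml BSA, 1mM TCEP and 0.01% Tween-20.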
RGS4 inh – human RGS4 inhibition; P49798; Transcreener GDP fluorescence polarization, RGS4-accelerated GTP hydrolysis; Potency, µM (top dose mostly 114 µM), inactives show top-dose activity change, negative = inhibition, hits mostly inhibitors; 390,000 tested, 0.039% active; AID 504845; also: potency is read from the fitted curve at half-maximal effect; % is scaled to controls: 0 for no effect and ±100 for the full control effect; nearly all actives have a fitted effect of over 75% in size; some results filed as inactive show a strong effect at the top dose
Target sequence (P49798 whole entry, looked up): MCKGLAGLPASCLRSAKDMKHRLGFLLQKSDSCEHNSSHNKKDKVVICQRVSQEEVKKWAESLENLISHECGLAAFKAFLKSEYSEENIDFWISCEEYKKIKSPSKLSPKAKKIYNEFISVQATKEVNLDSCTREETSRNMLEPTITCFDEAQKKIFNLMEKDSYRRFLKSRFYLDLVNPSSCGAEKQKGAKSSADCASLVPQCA
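MLSMR compounds (23 nl, pin-transferred) preincubated 10 min at room temperature with a 500nM (2x) first reagent, then RGS4 at 900nM (2x) plus Transcreener GDP mix added; fluorescence polarization (620/688 nm) read before and after 90 min at 30 °C.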
Glioma ERSR ind – induces the endoplasmic reticulum stress response in human glioma cells; U87-MG GRP78 promoter luciferase reporter, 16 h; Potency, µM, inactives show at the highest dose activation, usual class: activators; 420,000 tested, 0.02% active; AID 602332; also: potency is read from the fitted curve at half-maximal effect; series mostly up to about 76 µM; % of control where 0% means no effect; nearly all actives have a fitted effect of over 35% in size
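Stably transfected U87-MG glioma cells carrying a GRP78-based luciferase sensor; 16 h compound incubation. Luminescence end-point read 10 min after Bright-Glo addition at room temperature.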
TrxR1 substrate – substrates of rat thioredoxin reductase 1; 390,000 tested, 0.01% active; O89049; purified TrxR1 substrate turnover, NADPH consumption readout; Potency, µM (doses to about 114 µM), inactives show top-dose activity change, negative = substrate turnover; also: potency is read from the fitted curve at half-maximal effect; % is scaled to controls: 0 for no effect and ±100 for the full control effect; nearly all actives have a fitted effect of over 50% in size
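Rat TrxR1, dispensed at 90 nM, was prereduced with 400 uM NADPH (final) for 5 min at ~22 deg C, then incubated with compound 15 min before 400 uM selenite. A first-read NADPH fluorescence drop versus no-compound background flagged substrates.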
rTrxR1 inhibitor – inhibitors of rat thioredoxin reductase 1; O89049; recombinant rTrxR1, NADPH fluorescence consumption, selenite substrate; Potency, µM (highest dose often 114 µM), inactives show top-dose activity change, negative = inhibition, actives largely listed as inhibitors; 390,000 tested, 1% active; AID 588453; also: potency is read from the fitted curve at half-maximal effect; % is scaled to controls: 0 for no effect and ±100 for the full control effect; nearly all actives have a fitted effect of over 65% in size
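Rat TrxR1 (90 nM in the dispensed reagent) was pre-reduced with 400 uM NADPH for 5 min at room temperature, then incubated with compound for 15 min. After 400 uM selenite was added, NADPH fluorescence (Ex 340/Em 450 nm) was followed for 8 min.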
Vif-APOBEC3F blk – inhibitors of Vif-A3F interaction. HeLa A3F-eYFP + Vif (tagged APOBEC3F with the HIV-1 protein that degrades it), YFP fluorescence increase. Potency, µM (series often up to 46.1 µM), for the others: at the top dose activity, negative = active. 390,000 tested, 0.2% active; also: potency is read from the fitted curve at half-maximal effect; % of control where 0% means no effect; nearly all actives have a fitted effect of over 65% in size
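HeLa cells stably expressing A3F-eYFP plus Vif, plated and incubated overnight at 37 deg C, then exposed to compounds overnight at 37 deg C. Blocked degradation read as raised yellow fluorescence (Ex 488/Em 500-530).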
* marks the source's active call; other numbers are inactive results; ? = inconclusive; nt = not tested or not shown; & = joins results of further samples; [ ] = dose if it differs, or a comment. Unless noted, calls follow the shape of the dose curve; as a rule, active = well fitted curve in the direction sought with a large enough effect; inconclusive = small, poorly fitted or top-dose-only effect, or another doubt; inactive = no such curve, though single readings can be large; an effect the other way counts as inactive or inconclusive. An excerpt; count on the stated rates, not on these rows.

SMILES | mIDH1 inhibitor | LDHA block | Vif-A3G inh | USP1 inh | RGS4 inh | Glioma ERSR ind | TrxR1 substrate | rTrxR1 inhibitor | Vif-APOBEC3F blk
N#CCc1c(C#N)c(N)nc(N2CCN(Cc3ccc4c(c3)OCO4)CC2)c1C#N | 4% | -2 | 0% | -10% | ? | 1% | -2% | -17% | -9%
CC(OC(=O)Cc1ccsc1)C(=O)Nc1ccc(Cl)cn1 (stereo not drawn) | 4% | -12 | 1% | -20% | -10% | -2% | 0% | 7% | -2%
COc1ccc(CCNS(=O)(=O)c2ccc([N+](=O)[O-])cc2)cc1OC | -4% | -2 | -1% | -13% | 7% | -3% | -15% | -25% | 2%
Clc1cccc2c1CCN(Cc1nc(-c3cnccn3)no1)C2 | 0% | -5 | -3% | -23% | 5% | -3% | 7%[57.1 µM] | 33%[57.1 µM] | -2%
CC1CCN(S(=O)(=O)c2ccc3[nH]c(=O)ccc3c2)CC1 | 14% | -2 | -1% | -16% | -1% | -3% | -4%[57.1 µM] | -2%[57.1 µM] | -4%
COCCn1c(CN2CC(C)CC(C)C2)nc2c1c(=O)n(C)c(=O)n2C (stereo not drawn) | 11% | -6 | -1% | -12% | -17% | -5% | -3%[57.1 µM] | -6%[57.1 µM] | -7%
O=C(CN1CCN(S(=O)(=O)c2cc(Cl)ccc2Cl)CC1)Nc1ccc2c(c1)OCCO2 | 3% | 0 | -4% | -16% | -33% | 4% | -4% | -17% | 0%
Cc1cc(C)c(NC(=O)CN2C(=O)CC(C)S(=O)(=O)c3ccccc32)c(C)c1 (stereo not drawn) | 0% | -10 | -1% | -16% | -30% | -5% | -1% | 22% | -13%
Cc1ccc(OCC(=O)Nc2cc(C(C)(C)C)on2)cc1C | -1% | 2 | 1% | -25% | -10% | 9% | -1% | 37%[activator] | 0%
COc1ccc(OC)c(N(CC(=O)N2CCCC2)S(=O)(=O)c2ccc(OC)c(OC)c2)c1 | 6% | -4 | 0% | -4% | 0% | -3% | 5% | -1% | -4%
Cc1ncc([N+](=O)[O-])n1CCOC(=O)Nc1ccc([N+](=O)[O-])cc1 | -1% | 0 | 0% | -8% | 1% | -2% | 7% | 2%[57.1 µM] | 1%
N#Cc1cn(Cc2ccncc2)c(=O)[nH]c1=O | -4% | 0 | -4% | -10% | -1% | -3% | -1%[57.1 µM] | 3%[57.1 µM] | 4%
O=C(Nc1ccc(Br)cc1)c1cccc(S(=O)(=O)Nc2ccccn2)c1 | 9% | -10 | 0% | -12% | -3% | -4% | 11% | 27% | -6%
CCC(CCNC(=O)c1ccccc1)(CCNC(=O)c1ccccc1)[N+](=O)[O-] | 5% | -6 | 0% | -14% | -37% | -4% | -3%[57.1 µM] | 13%[11.4 µM] | -1%
NC(=S)NN=Cc1ccc(OC(=O)COc2cc(Cl)c(Cl)cc2Cl)cn1 | 5% | -1 | -6% | -22% | nt | -4% | nt | nt | 1%
Cc1ccc(S(=O)(=O)N2CCN(C(=O)c3c(-c4ccccc4)noc3C)CC2)c(C)c1 | -8% | -3 | -2% | -8% | 18% | -5% | 0% | 27% | 15%
Cc1ccc(S(=O)(=O)N2CCC(C(=O)N[C@@H](C)C(=O)Nc3ccc4c(c3)OCO4)CC2)cc1 | -8% | 5 | -5% | 0% | 18% | 0% | -3% | 7% | -14%
O=C(Cn1nc(-c2ccc(Cl)cc2)ccc1=O)NCCCN1CCN(Cc2ccccc2)CC1 | 3% | -5 | 0% | -5% | 1% | -3% | -5% | -7% | 3%
Cc1ccc2[nH]c(O)c(N=Nc3nc4ccccc4s3)c2c1 | 4% | -7 | -6% | -6% | -10% | 0% | -2% | 12% | -10%
COc1ccc(OC)c(NC(=O)C2CCN(c3ncccn3)CC2)c1 | 1% | -8 | 0% | -11% | 13% | -1% | 9% | 4% | -3%
O=C(Cn1cc(S(=O)(=O)N2CCCC2)c(S(=O)(=O)N2CCCC2)c1)Nc1cccc(F)c1 | 4% | -2 | -2% | -24% | -3% | 0% | 0% | 15% | 3%
CCN(CC)C(=O)c1sc(NC(=O)c2cccc([N+](=O)[O-])c2)c(C#N)c1C | 8% | -5 | 0% | -3% | -23% | -5% | -19% | -24% | 0%
O=C(COc1ccc(Cl)cc1)NNC(=O)C(=O)N1CCCCC1 | 1% | -8 | -2% | -4% | 19% | -3% | -4% | 9% | -3%
COc1ccc([N+](=O)[O-])cc1NCc1ccco1 | 2% | 0 | -7% | -3% | 2% | 0% | -4% | -8% | -9%
O=C(c1cc2c(ccc3ccccc32)oc1=O)N1CCN(CCO)CC1 | 4% | -1 | 5% | -7% | -18% | -6% | 97%[activator][57.1 µM] | -12%[57.1 µM] | -4%
COc1ccc(N(CC(=O)N2CCOCC2)S(C)(=O)=O)cc1 | 7% | -7 | 0% | 1% | 17% | -7% | 7%[57.1 µM] | 12% | 7%
Cn1c(CBr)c(C(=O)c2ccc([N+](=O)[O-])cc2)c(=O)n(C)c1=O | 0% | 1 | -3% | -11% | -6% | -3% | 1%[57.1 µM] | -3%[57.1 µM] | -7%
Cc1ccc(Nc2nc(C(=O)NCCCN3CCOCC3)cs2)cc1 | -1% | -10 | 0% | 2% | -4% | 2% | -2% | 1% | 6%
Cc1ccc(CNS(=O)(=O)c2cccc3nsnc23)cc1 | 1% | -5 | -5% | 0% | 4% | -5% | -6% | 11%[57.1 µM] | -1%
COc1cc(OC)c(NC(=O)c2cc(CN3CCOCC3)on2)cc1Cl | -8% | -10 | -3% | ? | 12% | -3% | 0%[57.1 µM] | 13%[57.1 µM] | 8%
O=C(Cn1cnc2c(oc3nc4c(cc32)CCCC4)c1=O)Nc1ccccc1 | -4% | 0 | 0% | -24% | 0% | 0% | 7% | 22% | 0%
CN(c1ccc(C(=O)NCc2ccccn2)cc1)S(=O)(=O)c1ccc(Cl)cc1 | -2% | -2 | 0% | -3% | 3% | -5% | -8% | -5% | 1%
O=C(Nc1ccccc1F)c1oc2ccccc2c1NC(=O)c1c(F)cccc1F | 3% | -4 | 4% | -9% | ? | -2% | 33%[activator] | 8% | 0%
O=C(NCCc1ccccn1)C1CC(=O)N(Cc2ccccc2Cl)C1 (stereo not drawn) | 0% | -3 | 0% | -10% | -7% | -4% | 6%[57.1 µM] | 4%[57.1 µM] | 2%
COc1ccc(OC)c(CNC(=O)Cc2ccc(NC(=O)N3CCCCc4ccccc43)cc2)c1 | -11% | -2 | -6% | -25% | -10% | 1% | 1%[57.1 µM] | 7%[57.1 µM] | 3%
COc1ccc(C(=O)NCC(=O)NC2=NCCS2)cc1 | -1% | -7 | -1% | -6% | 7% | -2% | 10%[57.1 µM] | 36%[activator][57.1 µM] | -3%
COc1ccc(-c2csc(Nc3ccccc3)n2)cc1 | 3% | 8&-1 | 1% | -24% | -31% | 2% | 2%[57.1 µM] | 9%[57.1 µM] | 6%
Cc1ccccc1SCC(=O)NCC(c1ccc(F)cc1)N1CCOCC1 (stereo not drawn) | -6% | -11 | 0% | -19% | -6% | -8% | 4% | 21% | 6%
COc1ccc(NC(=O)CSc2ccc(-c3ccco3)nn2)c(OC)c1 | 1% | 0 | 4% | -9% | 21% | -2% | 5% | ? | 0%
Cc1cc(C)n(C(=O)CNC(=O)c2ccc3c(c2)OCCO3)n1 | 0% | -2 | 0% | -20% | -8% | -2% | -14%[57.1 µM] | 27%[57.1 µM] | 6%
COc1ccc(C(=S)N2CCCC2)cc1Br | 2% | 1 | 0% | -21% | -11% | -4% | -7% | 8%[57.1 µM] | 7%

Some of the entries above in another layout.
COc1ccc(-c2csc(Nc3ccccc3)n2)cc1
  mIDH1 inhibitor: 3%	LDHA block: 8&-1	Vif-A3G inh: 1%	USP1 inh: -24%	RGS4 inh: -31%	Glioma ERSR ind: 2%	TrxR1 substrate: 2%[57.1 µM]	rTrxR1 inhibitor: 9%[57.1 µM]	Vif-APOBEC3F blk: 6%

COc1ccc(C(=O)NCC(=O)NC2=NCCS2)cc1
  mIDH1 inhibitor: -1%	LDHA block: -7	Vif-A3G inh: -1%	USP1 inh: -6%	RGS4 inh: 7%	Glioma ERSR ind: -2%	TrxR1 substrate: 10%[57.1 µM]	rTrxR1 inhibitor: 36%[activator][57.1 µM]	Vif-APOBEC3F blk: -3%

O=C(NCCc1ccccn1)C1CC(=O)N(Cc2ccccc2Cl)C1 (stereo not drawn)
  mIDH1 inhibitor: 0%	LDHA block: -3	Vif-A3G inh: 0%	USP1 inh: -10%	RGS4 inh: -7%	Glioma ERSR ind: -4%	TrxR1 substrate: 6%[57.1 µM]	rTrxR1 inhibitor: 4%[57.1 µM]	Vif-APOBEC3F blk: 2%

Single values from above:
Cc1cc(C)n(C(=O)CNC(=O)c2ccc3c(c2)OCCO3)n1 in LDHA block = -2
CN(c1ccc(C(=O)NCc2ccccn2)cc1)S(=O)(=O)c1ccc(Cl)cc1 in Glioma ERSR ind = -5%
